# Bioassay records as filed in PubChem.
# Tb MetRS inh = blocks T. brucei methionyl-tRNA synthetase activity; purified T. brucei MetRS, ATP depletion, Kinase-Glo luminescence; inhibition, % at 11.9 µM; 360,000 compounds, 0.4% hits; AID 624268;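 active = inhibition above a per-plate cutoff of the control wells' mean inhibition plus 3 SD, cut at about 5.5% in these data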;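 note: 0% = DMSO wells median and 100% = median of wells with control inhibitor compound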
#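 Material: T. brucei methionyl-tRNA synthetase, purified; reagent: substrates ATP, L-methionine and bulk Escherichia coli tRNA; dosing: 11.9 µM single point; timing: 15 min plus 2 h at 25 °C; detection: luminescence of leftover ATP; evaluation: % inhibition; control set: DMSO-only wells as low control; replicates: singlicate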
# CendR NRP1 mod = NRP-1/CendR interaction modulation; inhibition, % at 25 µM; O14786; FAM-RPARPAR peptide binding to NRP-1, fluorescence polarization; 360,000 compounds, 0.85% hits;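 active = inhibition or corrected inhibition above about 18%, plus a signal ratio from 0.5 to 1.5, limit read from the data, passing the limit was not always enough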; note: strong numbers were not always called active
# Neddylation inh = cullin neddylation inhibition | P61081+Q13564 | TR-FRET cullin neddylation, biochemical | calls only at 25 µM | 360,000 compounds, 0.58% hits; in the data active = inhibition above about 36%
# LMPTP block = LMPTP (human) inhibition. inhibition, % at 20 µM. 360,000 compounds, 0.22% hits. recombinant LMPTP-A, OMFP fluorogenic substrate, fluorescence intensity. AID 651560;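 active = compounds that cut the enzyme signal by at least half of the control window in the single-dose screen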;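 note: plate controls were DMSO wells with enzyme plus substrate for no effect and substrate without enzyme for full effect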
# Target sequence (P24666 whole entry, looked up): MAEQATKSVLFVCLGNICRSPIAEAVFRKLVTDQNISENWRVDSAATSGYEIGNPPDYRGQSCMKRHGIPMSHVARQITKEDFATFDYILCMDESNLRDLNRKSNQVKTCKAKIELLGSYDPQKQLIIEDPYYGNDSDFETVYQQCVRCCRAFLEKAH
#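 Assay system: LMPTP-A enzyme. Input: 0.625 nM LMPTP-A final. Probe or stimulus: 400 µM OMFP. Compound dosing: single 20 µM dose. Schedule: 50 min dark incubation at room temperature. Detection: fluorescence intensity of OMFP turnover product. Read-out: percent inhibition versus substrate-only and uninhibited controls. Benchmarks: no-enzyme low control, uninhibited high control.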
# Scp-1 inhibitor = blocks human Scp-1 phosphatase activity; Q9GZU7; Recombinant Scp1, phosphopeptide, malachite green phosphate absorbance; inhibition, % at 20 µM; 340,000 compounds, 0.88% hits;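 active = inhibition above about 50% at 20 µM, limit read from the data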;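 note: plate controls were DMSO wells with enzyme for no effect and wells lacking enzyme for full effect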
# Target sequence (Q9GZU7 76-261 limits assumed): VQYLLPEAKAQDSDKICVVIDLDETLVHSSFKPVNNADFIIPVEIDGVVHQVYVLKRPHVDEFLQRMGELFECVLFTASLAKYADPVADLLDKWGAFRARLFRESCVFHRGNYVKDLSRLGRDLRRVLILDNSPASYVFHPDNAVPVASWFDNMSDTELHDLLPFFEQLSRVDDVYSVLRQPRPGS
#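 Assay system: SCP-1 catalytic fragment, aa 76-261 | Buffer or medium: Tris acetate buffer pH 5.5 with MgCl2 and Tween-20 | Compound: One concentration, 20 µM, with 1.0% DMSO | Also added: Phospho 17-mer peptide substrate | Signal: Absorbance at 630 nm | Incubation: 45 min enzyme reaction at room temperature | Measure: % inhibition of SCP-1 phosphate liberation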
# DNMT1 inh = DNMT1 (human) enzyme inhibition; P26358; DNMT1 molecular beacon, Hinp1I cleavage, fluorescence; inhibition (reported as % activation of signal), % at 10 µM; 360,000 compounds, 0.83% hits; in the data active = inhibition above about 50%
# SUMO1 PPI mod = SUMO1-SIM interaction modulation; P63165; SUMO1 binding to a labelled peptide, TR-FRET, 1 h; inhibition, % at 20 µM; 360,000 compounds, 0.33% hits; AID 602429; in the data active = inhibition above about 37%
# Target sequence (P63165 whole entry, looked up): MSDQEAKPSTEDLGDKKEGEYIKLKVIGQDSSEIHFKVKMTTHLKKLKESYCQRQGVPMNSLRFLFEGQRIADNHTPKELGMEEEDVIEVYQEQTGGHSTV
# NadD block = inhibitors of Staphylococcus aureus NadD; purified NadD enzyme, colorimetric absorbance read-out; inhibition, % at 20 µM; 360,000 compounds, 0.78% hits; in the data active = inhibition above about 26%; note: some compounds past the cut are filed as inactive
# SKN-1 inh = blocks SKN-1 activity in C. elegans | C. elegans VP596 Pgst-4::GFP/RFP ratio, acrylamide-induced, 24 h | inhibition, % at 21.8 µM | 360,000 compounds, 0.49% hits | AID 624304;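 active = interference check ratio from 0.5 to 1.5 plus GFP to RFP signal ratio inhibition reaching or exceeding a fixed threshold, cut at about 30% in these data, passing the limit was not always enough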; note: some compounds called inactive have numbers as strong as hits
# STEP block = blocks human striatal-enriched tyrosine phosphatase. AID 588621. inhibition, % at 20 µM. recombinant STEP, OMFP fluorogenic substrate, fluorescence. 360,000 compounds, 0.25% hits;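 active = inhibition at 20 µM, scaled per plate between control wells, above about 37%, limit read from the data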;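 note: 0% = DMSO with enzyme and substrate and 100% = substrate only without enzyme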
# Target sequence (P54829 whole entry, looked up): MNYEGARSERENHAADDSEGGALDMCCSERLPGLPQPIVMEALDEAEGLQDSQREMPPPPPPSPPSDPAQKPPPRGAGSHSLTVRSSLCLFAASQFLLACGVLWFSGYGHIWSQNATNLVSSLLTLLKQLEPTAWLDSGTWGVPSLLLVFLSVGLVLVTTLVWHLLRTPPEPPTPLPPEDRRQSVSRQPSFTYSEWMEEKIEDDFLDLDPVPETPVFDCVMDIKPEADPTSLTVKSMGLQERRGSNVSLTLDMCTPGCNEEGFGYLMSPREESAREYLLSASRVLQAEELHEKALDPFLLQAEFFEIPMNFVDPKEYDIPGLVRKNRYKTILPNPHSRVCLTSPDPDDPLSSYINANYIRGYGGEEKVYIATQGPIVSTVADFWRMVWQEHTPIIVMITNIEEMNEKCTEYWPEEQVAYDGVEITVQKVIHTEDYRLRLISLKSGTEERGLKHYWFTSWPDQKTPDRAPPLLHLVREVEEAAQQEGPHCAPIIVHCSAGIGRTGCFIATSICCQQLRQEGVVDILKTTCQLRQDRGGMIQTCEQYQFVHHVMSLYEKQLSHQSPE
#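 material = STEP tyrosine phosphatase | reagent = fluorogenic phosphatase substrate OMFP at 25 µM final | doses = single compound dose of 20 µM, 1% DMSO final | schedule = 20 min reaction, room temperature, in the dark | measured by = fluorescence, 480/540 nm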
# Numbers without * were called inactive; i = inactive; · = not tested or not shown. Compounds as they come, and some 4.6% of all compounds hit somewhere here.
SMILES,Tb MetRS inh,CendR NRP1 mod,Neddylation inh,LMPTP block,Scp-1 inhibitor,DNMT1 inh,SUMO1 PPI mod,NadD block,SKN-1 inh,STEP block
Cn1c(=O)cc(NCc2ccccc2)[nH]c1=O,-0.1,6,i,-1.3,2,-3,0,-4,-8,-11
CN(c1cc(=O)n2ccccc2n1)C1CCCCC1,-0.1,8,i,-1.7,-3,-2,0,-16,-26,-1
CCCCCNC(=O)C(CCc1ccccc1)n1c(=O)c(-c2cc3ccccc3[nH]2)nc2ccccc21 (stereo not drawn),-0.9,6,·,4.4,·,·,3,·,-7,·
CCOC(=O)c1c(NC(=O)c2nn(C)cc2[N+](=O)[O-])sc(C)c1C,-0.5,-3,i,13,-1,27,9,12,6,4
CN1CCN(NC(=O)/C=C/c2cccc(Cl)c2)CC1,-0.1,0,i,-0.7,-2,0,-5,-3,11,1
CNc1oc(C)nc1S(=O)(=O)c1ccc(C)cc1,-0.3,10,i,-0.6,-4,6,-1,-3,-22,0
Cc1cc(NC(=O)c2ccccc2Oc2ccccc2)no1,-0.6,24,i,-0.2,10,2,-2,-4,4,1
O=C1c2ccccc2C(Nc2ccc(S(=O)(=O)N3CCCCCC3)cc2)N1Cc1ccco1 (stereo not drawn),1.1,-12,i,1.6,-11,-5,3,-4,16,2
CC(C)CCNc1ncnc2c1cnn2Cc1ccccc1Cl,-1.3,-4,i,-0.5,-3,-10,5,-4,-1,-4
CCN(CC(=O)Nc1cccc(S(=O)(=O)N2CCCCC2)c1)Cc1ccccc1,-0.5,5,i,0.9,-1,-1,1,-1,-10,0
CC(C)(C)CN1CCNC(=O)C1CC(=O)NCCN1CCCc2ccccc21 (stereo not drawn),0.2,14,i,-0.5,-1,-7,-3,5,17,0
CCNc1nc(NCC)nc(C(=O)OCCO)n1,-0.1,12,i,1.1,-15,7,-2,-1,-4,-1
Oc1c(C=Nc2ccc(Cl)cn2)sc2ccccc12,2.1,-14,i,28,2,36,6,8,8,26
Cn1cccc1-c1nc2ccc(NC(=O)c3ccco3)cc2[nH]1,0.6,4,i,1.5,-4,-7,4,0,-2,1
COc1ccc2c(c1)C(c1ccc(Cl)cc1)NC(=O)C2 (stereo not drawn),0.5,-6,i,-1.9,-3,1,1,-4,6,-3
COCCNC(=O)[C@H]1C[C@@H]1[C@H](NP(=O)(c1ccccc1)c1ccccc1)c1ccccc1,-0.1,2,i,-0.9,-4,3,-2,2,-4,3
CSc1ccc(CCNC(=O)CN2C(=O)c3cccnc3Oc3ccc(C)cc32)cc1,-0.4,2,i,1.0,3,-3,4,-4,-9,1
COc1ccc2cc3c(nc2c1)OCC3,0.0,-4,i,-1.8,-6,0,-1,-2,6,1
O=C(Nc1ccccc1N1CCCCC1)C1=COCCO1,-0.5,-10,i,-4.6,-9,-2,-3,-4,15,2
N#Cc1sc(C(N)=O)c(-c2ccccc2)c1-c1ccccc1,-0.1,-8,i,0.8,-13,0,3,-9,-2,-2
CCOC(=O)NC(=O)/C(C=Nc1ccc(Cl)cc1)=C(\C)O,0.7,10,i,-0.1,-6,-1,-2,-6,12,3
COc1cc(C(=O)OCc2nc3ccsc3c(=O)[nH]2)c([N+](=O)[O-])cc1OC,-0.1,-4,i,-1.3,-5,1,-20,3,0,2
Cc1noc(C)c1C(=O)N1CCN(S(=O)(=O)c2cccs2)CC1,-0.4,12,i,-0.5,-5,3,3,-1,-9,-3
CC(=O)c1c(C)[nH]c(C(=O)OCC(=O)N2c3ccccc3NC(=O)C2(C)C)c1C,-1.1,3,i,-2.4,2,-3,0,5,2,-1
Cc1cc([N+](=O)[O-])nn1CCCC(=O)Nc1ccc2c(c1)OCO2,-0.4,14,i,1.1,-5,-9,-4,-9,12,-2

# Remaining list, next part:
SMILES,Tb MetRS inh,CendR NRP1 mod,Neddylation inh,LMPTP block,Scp-1 inhibitor,DNMT1 inh,SUMO1 PPI mod,NadD block,SKN-1 inh,STEP block
Cc1nc(NCc2ccco2)nc2c1C(=O)CC(C)C2 (stereo not drawn),-1.4,7,i,-0.8,10,4,5,-3,8,1
O=C(O)/C=C/C(=O)NCc1ccccn1,0.1,4,i,-0.3,-8,-2,1,-1,-6,-3
Nc1nc2ccccc2n1Cc1ccc(Cl)c(Cl)c1,3.1,-5,i,15,0,1,3,-2,-5,1
COc1ccc(C(c2nnnn2C2CCCC2)N2CCN(C/C=C/c3ccccc3)CC2)cc1 (stereo not drawn),-0.8,0,i,0.4,·,-5,4,-1,-17,-1
COc1ccc(CCNC(=O)CSc2nc3c(sc(=S)n3-c3ccccc3)c(=O)[nH]2)cc1OC,-0.2,-2,i,-1.1,·,-3,4,4,5,-2
COc1cccc(O)c1CN1CCC(C(=O)Nc2ccc(Oc3cccnc3)cc2)CC1,-0.2,6,i,2.9,1,-5,-3,-1,3,-3
CCCn1c(=O)n(C)c(=O)c2c(SCC(=O)NCC(c3ccccc3)N(C)C)nc(CC(C)C)nc21 (stereo not drawn),-0.3,16,i,-1.0,-2,1,2,-6,-13,1
CN(C)/C=C/c1oc2ccc(O)cc2c1[N+](=O)[O-],0.0,9,i,25,5,-1,-69,3,28,13
Cc1cc2nc(-c3ccc(F)cc3)c(Cc3ccccc3)n2c(C)c1Br,-0.1,8,i,3.2,·,28,-1,5,12,-3
O=C(COC(=O)Cc1ccccc1F)Nc1cc(S(=O)(=O)N2CCOCC2)ccc1N1CCCC1,-1.0,3,i,-2.1,0,5,1,1,-9,-5
CCOC(=O)c1c(C)nn(-c2ccc(NC(=O)c3c(C)noc3C)cc2)c1C,-1.1,7,i,-0.8,-5,2,-1,-2,-3,2
Cc1noc(/C=C/c2cccs2)c1S(=O)(=O)N1CCC(C(=O)NCCCN2CCC(C)CC2)CC1,-0.7,-33,i,0.9,-3,-3,-17,-2,2,-2
Nc1c(S(=O)(=O)c2ccccc2)c2nc3ccccc3nc2n1CCN1CCOCC1,-0.6,-12,·,0.2,-3,-6,-6,1,5,1
CC(=O)N=C1SC2CS(=O)(=O)CC2N1Cc1ccc(C)cc1 (stereo not drawn),-1.0,3,i,-1.5,-10,0,2,-5,-16,-1
O=C(NNC(=S)Nc1ccccc1)c1ccncc1,-0.1,-1,i,-1.6,1,0,-3,0,-15,-2
COc1cc2cc(C)c3nnc(SCC(=O)Nc4cc(C)on4)n3c2cc1OC,-0.4,-5,i,0.1,-7,-3,11,-2,9,-1
COc1cccc(C(=O)CC(C(=O)O)c2ccc(F)cc2)c1 (stereo not drawn),0.3,1,i,-0.5,-10,1,4,0,6,-1
CCOC(=O)NC(=O)c1cn(N(C)c2ncc(C(F)(F)F)cc2Cl)c(=O)[nH]c1=O,-0.2,-17,i,-0.4,0,4,-4,-5,-1,-4
CCc1c(-c2ccccc2F)ncn1Cc1cccc(-c2ccccc2)c1,-0.4,-2,i,11,·,·,3,·,-3,·
CCN(CC)S(=O)(=O)c1ccc(OC)c(NC(=O)c2cc(=O)[nH]c3ccccc23)c1,-0.3,10,i,0.0,5,-2,11,1,1,-4
CS(=O)(=O)Nc1ccc(C2=NN(C(=O)c3ccccc3)C(c3cccs3)C2)cc1 (stereo not drawn),-1.3,0,i,2.2,-10,-7,-12,-2,-7,-2
CC1(C)CC(=O)/C(=N/Nc2ccc(Cl)cc2)CO1,-0.7,-4,i,-0.1,-9,-2,-23,0,19,0
COc1cc(C2c3c(-c4ccccc4O)n[nH]c3C(=O)N2Cc2ccco2)cc(OC)c1OC (stereo not drawn),0.1,2,i,0.4,-4,-4,1,-3,8,2
O=C(CCCl)N1CCN(c2nc(-c3ccccc3)cs2)CC1,-0.7,0,i,0.0,1,-1,-1,-3,10,2
C=Cn1cc(CNC[C@H]2O[C@@H](n3cnc4c(=O)[nH]c(N)nc43)[C@H](O)[C@@H]2O)c(C)n1,-0.5,-13,i,1.7,·,0,13,3,15,-1

# In the list so far, 5 contain fluorine.
SMILES,Tb MetRS inh,CendR NRP1 mod,Neddylation inh,LMPTP block,Scp-1 inhibitor,DNMT1 inh,SUMO1 PPI mod,NadD block,SKN-1 inh,STEP block
Cc1cc2nc(-c3ccc(F)cc3)c(Cc3ccccc3)n2c(C)c1Br,-0.1,8,i,3.2,·,28,-1,5,12,-3
O=C(COC(=O)Cc1ccccc1F)Nc1cc(S(=O)(=O)N2CCOCC2)ccc1N1CCCC1,-1.0,3,i,-2.1,0,5,1,1,-9,-5
COc1cccc(C(=O)CC(C(=O)O)c2ccc(F)cc2)c1 (stereo not drawn),0.3,1,i,-0.5,-10,1,4,0,6,-1
CCOC(=O)NC(=O)c1cn(N(C)c2ncc(C(F)(F)F)cc2Cl)c(=O)[nH]c1=O,-0.2,-17,i,-0.4,0,4,-4,-5,-1,-4
CCc1c(-c2ccccc2F)ncn1Cc1cccc(-c2ccccc2)c1,-0.4,-2,i,11,·,·,3,·,-3,·

# (more compounds)
SMILES,Tb MetRS inh,CendR NRP1 mod,Neddylation inh,LMPTP block,Scp-1 inhibitor,DNMT1 inh,SUMO1 PPI mod,NadD block,SKN-1 inh,STEP block
CCCn1c(N)c(C(=O)CSc2nnc(-c3cccs3)n2C2CC2)c(=O)[nH]c1=O,-0.3,11,i,-0.7,0,-1,7,-1,10,-2
COCCNC(=O)c1ccc2c(c1)ncn2-c1cccc(C)c1,-1.6,-7,i,0.5,3,0,-1,-2,-3,-1
CCOc1ccc(S(=O)(=O)/N=C(/c2ccccc2)N(C)C)cc1,0.0,-1,i,-0.4,4,-5,0,-1,8,0
O=C(/C=C/c1cccc2ccccc12)c1ccncc1,-0.3,-9,i,1.5,7,-13,-4,20,0,-4
CCOc1ccc(NC(=O)CN2CCN(CC(=O)Nc3ccccc3OC)CC2)cc1,-1.2,-1,i,-1.9,-7,-3,-4,-4,5,2
CC(C)(C)NC(=O)C1(C)CCC(=O)N1CC(F)(F)F (stereo not drawn),-1.4,6,i,-0.4,·,6,-3,-5,9,-1
COCCNC(=O)c1nn2cccnc2c1Cl,-0.1,-4,i,-0.9,-3,4,-4,1,18,-1
Cc1ccccc1NC(=O)c1ccc2nc(N3CCOCC3)sc2c1,0.2,-6,i,0.1,1,1,4,-4,7,1
O=C(Nc1ccc(Cl)cc1F)C1CCN(S(=O)(=O)c2cccnc2)CC1,-1.2,3,i,-1.6,-2,2,2,-3,0,-3
Cc1cc(NC(=O)CSc2nnc(-c3ccncc3)n2-c2ccc(F)cc2)no1,0.1,-14,i,-1.9,-2,0,3,-7,42*,-4
CCOc1ccc(S(=O)(=O)Nc2ccccc2C(=O)N/N=C/c2c(OC)ccc3ccccc23)cc1,-0.9,7,i,0.1,-5,-12,2,23,3,-1
CCOc1ccc(NC(=O)CN(c2cccc(C(F)(F)F)c2)S(C)(=O)=O)cc1,-0.7,7,i,-1.7,-11,0,0,-8,-32,-1
